# PGK inhibitor – blocks T. brucei phosphoglycerate kinase; P07378; actives 0.043% (n = 380,000); AID 602233; PGK/GAPDH coupled, Kinase-Glo luminescence, 60 min; Potency, µM (top dose mostly 57.5 µM), for inactives: at the top dose activity change, negative = inhibition, usual class: inhibitors; note: % is set by controls: 0 for no effect and ±100 for the full control effect; nearly all actives have a fitted effect of over 60% in size
#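 Luminescent ATP detection (Kinase-Glo Plus) follows a 60-minute room-temperature incubation, with wells lacking PGK as controls. Buffer: 100 mM TEA (pH 7.6), 5 mM MgCl2, 0.01% Tween-20. Coupling enzyme GAPDH (100 nM final) supplies unstable 1,3-BPG in-well.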
# BLM helicase inh – blocks DNA unwinding by human BLM helicase | P54132 | recombinant BLM DNA unwinding, fluorescence dequenching | Potency, µM (series often up to 56.1 µM), inactives show at the top dose activity change, negative = inhibition, usual class: inhibitors | actives 0.2% (n = 350,000) | AID 2528;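 note: plate controls were vehicle for no effect and no enzyme for full effect; nearly all actives have a fitted effect of over 35% in size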
# Pin1 inhibitor – human Pin1 inhibition. Potency, µM (titrated, usually from 115 µM), inactives show top-dose activity, negative = inhibition, actives largely listed as inhibitors. actives 0.009% (n = 390,000). AID 504891. Pin1 FP peptide displacement, HiFluor488, 10 min; active = well fitted inhibition curve with a large enough effect in the polarisation, with a control signal flat, not every such curve was filed as active; inconclusive = small, poorly fitted or top-dose-only effect, or effect the other way, or a change in a side signal; inactive = no such curve, though single readings can be large or run the other way; the % refers to the polarisation; note: % is set by controls: 0 for no effect and ±100 for the full control effect
# Target sequence (Q13526 whole entry, looked up): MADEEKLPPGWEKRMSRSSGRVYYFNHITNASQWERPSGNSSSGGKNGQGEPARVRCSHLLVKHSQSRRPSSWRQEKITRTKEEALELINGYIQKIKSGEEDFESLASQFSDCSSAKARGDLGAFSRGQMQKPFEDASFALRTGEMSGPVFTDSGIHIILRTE
# GLS inh – inhibitors of human glutaminase (GLS); AID 624170; Potency, µM (titrated, usually from 45.5 µM), for inactives: at the top dose activity change, negative = inhibition, actives largely listed as inhibitors; actives 0.21% (n = 410,000); GLS enzymatic activity, qHTS titration; note: % is set by controls: 0 for no effect and ±100 for the full control effect
# Target sequence (O94925 whole entry, looked up): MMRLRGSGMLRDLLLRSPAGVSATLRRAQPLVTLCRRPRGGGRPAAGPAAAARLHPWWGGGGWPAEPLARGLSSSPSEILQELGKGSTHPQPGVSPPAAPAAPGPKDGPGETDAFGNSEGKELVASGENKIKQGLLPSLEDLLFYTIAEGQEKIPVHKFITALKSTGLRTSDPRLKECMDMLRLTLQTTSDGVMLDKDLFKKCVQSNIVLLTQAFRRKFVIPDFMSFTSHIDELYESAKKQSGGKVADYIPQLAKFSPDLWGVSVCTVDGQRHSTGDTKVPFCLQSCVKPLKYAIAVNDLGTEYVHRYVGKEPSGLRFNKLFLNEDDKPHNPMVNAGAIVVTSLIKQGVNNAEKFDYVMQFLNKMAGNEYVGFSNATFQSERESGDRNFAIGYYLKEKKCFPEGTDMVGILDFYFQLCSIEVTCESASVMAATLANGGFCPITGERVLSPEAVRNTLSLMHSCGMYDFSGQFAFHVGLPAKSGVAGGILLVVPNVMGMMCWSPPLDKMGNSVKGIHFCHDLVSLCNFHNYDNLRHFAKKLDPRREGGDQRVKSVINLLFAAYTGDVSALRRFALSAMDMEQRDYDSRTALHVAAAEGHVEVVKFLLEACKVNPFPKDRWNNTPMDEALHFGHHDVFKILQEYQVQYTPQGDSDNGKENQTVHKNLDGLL
#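 Coupled fluorescence readout: glutamate oxidase/HRP/Amplex Red detect glutamate formed by hKGA from L-glutamine (1 mM solution added). Buffer 45 mM KH2PO4 pH 8.2, 0.02% Tween-20; reads at t0 and 30 min RT.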
# POLI inh – blocks human DNA polymerase iota activity | actives 1% (n = 390,000) | Potency, µM (top dose mostly 115 µM), inactives show at the highest dose activity, negative = inhibition, usual class: inhibitors | Q9UNA4 | AID 588590 | Pol iota fluorescent replication assay, 10 min
#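 Pol iota at 10 nM preincubated 15 min with compounds at room temperature; reaction started with fluorescent substrate, 50 nM final. Fluorescence read kinetically at 0 and 10 min; buffer-only wells as negative control.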
# BAZ2B inh – blocks human BAZ2B; Potency, µM (titrated, usually from 114 µM), for the others: at the top dose activity change, negative = inhibition, most hits filed as inhibitors; AID 504333; actives 4.4% (n = 360,000); AlphaScreen BAZ2B-H3K14Ac peptide displacement; note: % is set by controls: 0 for no effect and ±100 for the full control effect; nearly all actives have a fitted effect of over 60% in size
#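 Inhibition is scored as reduced AlphaScreen emission. The BAZ2B/b-H3(5-23)K14Ac complex (50 nM each) in PBS pH 7.4, 0.01% Tween-20 meets compound (up to 110 uM) for 30 min at RT before bead addition.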
# JMJD2A Tudor inh – inhibitors of human JMJD2A Tudor domain | Potency, µM (highest dose often 114 µM), for inactives: at the highest dose activity change, negative = inhibition, hits mostly inhibitors | actives 4.4% (n = 390,000) | AlphaScreen JMJD2A-Tudor / H3K4me3 peptide binding | AID 504339 | O75164; note: % is set by controls: 0 for no effect and ±100 for the full control effect; nearly all actives have a fitted effect of over 50% in size
# G9a block – G9a (human) methyltransferase inhibition; AID 504332; G9a H3K9 monomethylation, AlphaScreen, 2 h; Potency, µM (doses to about 102 µM), for the others: at the highest dose activity, negative = inhibition, usual class: inhibitors; Q96KQ7; actives 8.8% (n = 350,000); note: % is set by controls: 0 for no effect and ±100 for the full control effect; nearly all actives have a fitted effect of over 75% in size
#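 Enzyme 20 nM + cpd, 15 min RT; add b-H3K9 pep 500 nM / SAM 20 uM; 2 h RT; anti-H3K9me1 Ab 0.5 ug/mL + SA donor / anti-rabbit acceptor beads 20 ug/mL each, 10 min; AlphaScreen read.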
# HP1b chromo inh – inhibitors of HP1-beta chromodomain binding to methylated histone tails. Potency, µM (top dose mostly 114 µM), for inactives: at the top dose activity change, negative = inhibition, usual class: inhibitors. AlphaScreen HP1-beta / biotin-H3K9me3 peptide binding. AID 540317. actives 0.56% (n = 390,000); note: nearly all actives have a fitted effect of over 70% in size; inactives centre near 23
# Target sequence (P83916 whole entry, looked up): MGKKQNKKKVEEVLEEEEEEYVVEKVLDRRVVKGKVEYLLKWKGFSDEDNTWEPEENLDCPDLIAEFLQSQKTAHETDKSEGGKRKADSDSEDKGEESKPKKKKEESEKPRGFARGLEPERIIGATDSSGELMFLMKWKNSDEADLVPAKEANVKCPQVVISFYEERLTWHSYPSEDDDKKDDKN
#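 Compound inhibition of the preformed complex between 50 nM HP1-beta and 50 nM biotinylated H3K9me3 peptide was read by AlphaScreen. Buffer was PBS pH 7.4 with 0.01% Tween-20. Incubations ran 30 min at room temperature, with 10 ug/mL donor/acceptor beads.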
# An asterisk follows results filed as active; i = inactive; ? = inconclusive; . = not tested or not shown; & = joins results of further samples; ! = not confirmed by another sample; [ ] = another dose, or the depositor's remark. Unless noted, calls come from the whole dose curve; as a rule, active = well fitted curve in the direction sought with a large enough effect; inconclusive = small, poorly fitted or top-dose-only effect, or another doubt; inactive = no such curve, though single readings can be large; an effect the other way counts as inactive or inconclusive. Potency is the fitted concentration of half-maximal effect. Only part of the results is shown; rates above refer to the full screens.
SMILES,PGK inhibitor,BLM helicase inh,Pin1 inhibitor,GLS inh,POLI inh,BAZ2B inh,JMJD2A Tudor inh,G9a block,HP1b chromo inh
Cc1cc(-c2nn(-c3ccccc3F)cc2CN2CCC(O)CC2)c(C)s1,-2%,-3%,-2%,5%,-1%,-26%,-23%,19%[59 µM],22%
Cc1ccc(C(=O)COC(=O)C(Cc2c[nH]c3ccccc23)NC(=O)c2ccc(Br)cc2)cc1 (stereo unspecified),6%,-7%,29%,-2%,9%,-3%,-31%,-5%[59 µM],12%
COc1cccc(CNC(=O)C2CCC(CNS(=O)(=O)c3ccc4c(c3)CCCC(=O)N4)CC2)c1 (stereo unspecified),i,-1%,4%,0%,-16%,-16%,-6%,4%[59 µM],26%
CN(C)CCCNC1CS(=O)(=O)CC1O (stereo unspecified),-7%,0%,-3%,4%,9%,-7%,-2%,56%[activator][12.7 µM],7%
O=C(Cc1c(C(=O)O)[nH]c2ccccc12)NCCN1CCN(c2cccc(Cl)c2)CC1,-2%,1%,-7%,19%,12%,-24%,-16%,-12%[59 µM],19%
CCOc1ccc(N2C(=O)CC(C(C)c3ccccc3)C2=O)cc1 (stereo unspecified),-11%,2%,?,-10%,17%,-4%,-6%,-4%[0.501 µM],19%
NC(=O)c1nsc(C(=O)N(CC(=O)NC2CCCC2)c2ccc(F)c(Cl)c2)c1N,-4%,-2%,-3%,-3%,21%,15%,1%,24%,31%
COc1ccc(NC(=O)CSc2nnc(Cc3ccc(C)cc3)c(=O)n2N)cc1,i,.,2%,-3%,5%,8%,-6%,17%,27%
Nc1c(SCCC(=O)O)ccc2c1C(=O)c1ccccc1C2=O,-16%,-12%,?,-7%,?,40µM*,?,35µM*,?
CCOC(=O)CSC1=Nc2ccccc2C2=NC(CCC(=O)NCc3ccccc3)C(=O)N12 (stereo unspecified),-5%,0%,-7%,36%[activator],25%,1%,-11%,8%[59 µM],21%
CC1CCCCN1C(=O)CSc1nnc(-c2cccc(Cl)c2)o1 (stereo unspecified),-14%,-3%,-3%,-4%,8%,6%,-5%,-2%[59 µM],24%
O=S(=O)(NCCN1CCOCC1)c1cc(Cl)c(Cl)cc1Cl,6%,-3%,5%,10%,-10%,6%,-4%,.,34%
CCCOc1ccc(C2c3c(oc4ccc(F)cc4c3=O)C(=O)N2CCc2ccc(OC)cc2)cc1 (stereo unspecified),-3%,2%,-5%,1%,32%[activator],3%[57.1 µM],-13%,1%[59 µM],38%
Cc1ccc(C(=O)N/C(=C\c2ccco2)C(=O)NCCc2c[nH]c3ccccc23)cc1,i,-2%,-3%,-1%,89%[activator],-33%,-30%,-47%[59 µM],-15%
CC(C)c1ccc(-c2nnn(CCC(=O)O)n2)cc1,-7%,1%,-5%,0%,-7%,-4%,-9%,9%[59 µM],36%
Cc1nc(NCCO)c2nnn(Cc3ccccc3F)c2n1,20%,0%,-2%,-10%,8%,-3%,3%,10%[59 µM],49%[activator]
CCC(=O)N1CCc2cc(CNS(=O)(=O)c3cccs3)ccc21,i,-3%,8%,7%,-6%,4%,-13%,18%[59 µM],24%[57 µM]
CC(C)[C@H](NC(=O)c1ccccc1)C(=O)OCC(=O)Nc1ccc(S(=O)(=O)N2CCOCC2)cc1,0%,.,-2%,3%,108%[activator],.,-12%,.,12%
CCNC(=S)N/N=C(\C)c1ccc2c(c1)OCCO2,8%,1%,1%,-12%,15%,?,-34%,17%[59 µM],-20%
Cn1c(=O)n(Cc2ccccc2F)c(=O)c2c1nc1n2CCN1Cc1ccco1,i,-10%,2%,157%[activator],87%[activator],-26%,-16%,-35%,5%
COc1cc(C2/C(=C(\O)c3ccc4c(c3)OCCO4)C(=O)C(=O)N2Cc2ccco2)ccc1O (stereo unspecified),7%,-2%,8%,41%[activator],6%,-34%,-29%,50µM*,5%
CCOc1ccc(C2NC(=O)NC(c3ccccc3)=C2C(C)=O)cc1OC (stereo unspecified),i,-1%,0%,2%,27%,-33%,-14%,5%,19%
COc1cccc(NC(=O)CN2C(=O)COc3ccc(Cl)cc32)c1,-4%,-3%,1%,-1%,11%,3%,-4%,10%,44%[activator]
O=C(CCCSc1nnc(SCCCC(=O)c2ccc(F)cc2)s1)c1ccc(F)cc1,2%,-3%,8%,7%,3%,-1%,21%,36%[activator],135%[activator]
CC[C@@]12C(=O)N(c3ccc(OC)cc3)C(=O)N1[C@H](c1cccc(C)c1)[C@@H]1C(=O)N(Cc3ccccc3)C(=O)[C@@H]12,10%,-7%,-2%,-2%,-3%,-22%,-24%,-28%,6%
# The list goes on:
SMILES,PGK inhibitor,BLM helicase inh,Pin1 inhibitor,GLS inh,POLI inh,BAZ2B inh,JMJD2A Tudor inh,G9a block,HP1b chromo inh
O=C(Cn1nnc(-c2ccccc2)n1)N/N=C/c1ccc(-c2ccc(Cl)cc2)o1,-6%,-14%,0%,3%,125%[activator],8%,2%,4%[59 µM],16%
CCCCc1ccc(NC(=S)NCC2CCCO2)cc1 (stereo unspecified),-11%,-2%,-6%,-2%,0%,-39%,-10%,-1%,28%
COc1ccc(Cn2c(CCC(=O)Nc3ccc(C)cc3)nc3cccnc32)cc1,4%,-3%&-5%,16%&14%,3%&-7%,-4%&0%,-12%&-1%,79µM*!,1%[59 µM],8%&-11%
CCC(C(=O)NCCC1=CCCCC1)c1ccccc1 (stereo unspecified),-1%,1%,1%,6%,7%,9%,3%,50%[59 µM],39%[activator]
C#CCCC/C(=C\C(=O)N(C)[C@H](C(=O)N(C)[C@H](C(=O)N(C)[C@H](C(=O)N(C)[C@H](C(N)=O)C(C)C)C(C)C)C(C)C)C(C)C)OC,8%,.,?,-2%,27%,.,-8%,.,39%
CN(C(=O)c1ccc(S(=O)(=O)N2CCCC2)cc1)C1CCS(=O)(=O)C1 (stereo unspecified),-1%,.,0%,0%,-22%,-6%,-7%,-18%[0.501 µM],38%
O=C(CCCC(=O)N(c1cccc(F)c1)C(C(=O)NC1CCCC1)c1ccc(O)cc1)Nc1ccccn1 (stereo unspecified),3%,-1%,-9%,6%,213%[activator],-16%,79µM*,-26%,3%
O=C(O)CCCNC(=O)CCn1nnc2ccccc2c1=O,-5%,-7%,-2%,0%,15%,1%,-13%,9%[59 µM],41%[activator]
COc1cc(-c2cc(N)n(S(=O)(=O)c3ccccc3)n2)cc(OC)c1OC,-6%,-8%,-5%,2%,0%,5%,-32%,4%,9%
Cc1ccccc1S(=O)(=O)Oc1ccc2ccc(O)cc2c1,-3%,-12%,1%,10%,8%,-30%,-25%,9%,16%
O=C(O)CCN1CCc2ccccc21,-5%,-2%,?,15%,?,?,-14%,?,2%
Cc1cccc(N2CCN(C(=O)Cn3c(=O)c4cccn4c4ccc(F)cc43)CC2C)c1 (stereo unspecified),-5%,-2%,-10%,1%,25%,17%,-16%,-17%[59 µM],49%[activator]
CCc1ccc2oc(=O)cc(CN3CCCCC3C)c2c1 (stereo unspecified),3%,1%,4%,8%,6%,10%,-15%,?,63%[activator]
COc1ccccc1NC(=O)C(C)OC(=O)CSCC(=O)Nc1cc(C)on1 (stereo unspecified),-1%,.,0%,0%,39%[activator],0%,4%,31%[12.7 µM],48%[activator]
COc1cc(-c2nc3c4ccccc4nc(=S)n3[nH]2)cc(OC)c1OC,0%,-6%,-9%,-2%,49%[activator],-3%,-19%,.,20%
COc1cccc(CN2CCN(CC(=O)NCCc3ccccc3)CC2)c1,6%,0%,9%,1%,123%[activator],-12%,-14%,.,8%
CCOc1ccccc1C(=O)NC(C(=O)Nc1cccc(S(N)(=O)=O)c1)C(C)C (stereo unspecified),-9%,-4%,1%,-3%,112%[activator],-19%,-23%,0%[59 µM],-18%

# Nine entries out of the list, ordered by SMILES length, rising:
SMILES,PGK inhibitor,BLM helicase inh,Pin1 inhibitor,GLS inh,POLI inh,BAZ2B inh,JMJD2A Tudor inh,G9a block,HP1b chromo inh
O=C(O)CCN1CCc2ccccc21,-5%,-2%,?,15%,?,?,-14%,?,2%
CCCCc1ccc(NC(=S)NCC2CCCO2)cc1 (stereo unspecified),-11%,-2%,-6%,-2%,0%,-39%,-10%,-1%,28%
Cc1ccccc1S(=O)(=O)Oc1ccc2ccc(O)cc2c1,-3%,-12%,1%,10%,8%,-30%,-25%,9%,16%
COc1cccc(CN2CCN(CC(=O)NCCc3ccccc3)CC2)c1,6%,0%,9%,1%,123%[activator],-12%,-14%,.,8%
COc1ccccc1NC(=O)C(C)OC(=O)CSCC(=O)Nc1cc(C)on1 (stereo unspecified),-1%,.,0%,0%,39%[activator],0%,4%,31%[12.7 µM],48%[activator]
COc1ccc(Cn2c(CCC(=O)Nc3ccc(C)cc3)nc3cccnc32)cc1,4%,-3%&-5%,16%&14%,3%&-7%,-4%&0%,-12%&-1%,79µM*!,1%[59 µM],8%&-11%
O=C(Cn1nnc(-c2ccccc2)n1)N/N=C/c1ccc(-c2ccc(Cl)cc2)o1,-6%,-14%,0%,3%,125%[activator],8%,2%,4%[59 µM],16%
Cc1cccc(N2CCN(C(=O)Cn3c(=O)c4cccn4c4ccc(F)cc43)CC2C)c1 (stereo unspecified),-5%,-2%,-10%,1%,25%,17%,-16%,-17%[59 µM],49%[activator]
O=C(CCCC(=O)N(c1cccc(F)c1)C(C(=O)NC1CCCC1)c1ccc(O)cc1)Nc1ccccn1 (stereo unspecified),3%,-1%,-9%,6%,213%[activator],-16%,79µM*,-26%,3%
